Rac1 wt GTP bind: human Rac1 wildtype GTP binding, inhibitors and activators; P63000; GST-Rac1 beads, fluorescent GTP binding, flow cytometry; actives lie on both sides; 0 = cold GTP competed, 100 = untreated; GTP binding activity (% of control), % at 10 µM; 190,000 tested, 0.27% active; AID 757;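 active means GTP binding activity at least 20 points away from the 100% control level, either lower or higher; inconclusive means compound flagged as likely green fluorescent, judged across all proteins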
Rab2A wt mod: changes GTP binding to wildtype dog Rab2A, up or down; P61105; GST-Rab2 wt beads, Bodipy-GTP binding, flow cytometry; GTP binding activity, % at 10 µM; 190,000 tested, 0.19% active; AID 760;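 active means GTP binding activity at least 20 points away from 100%, either lowered or raised; inconclusive means signal likely due to the compound's own green fluorescence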;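 further: 0% = beads with excess unlabeled GTP and 100% = no-compound control corrected for plate trend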
Avidin bead fluor: compound fluoresces at 488/530 nm on avidin beads | compound fluorescence 488/530 nm, flow cytometry; active compounds read high | fluorescence (KMESF) at 10 µM | 220,000 tested, 0.38% active; in the data active means fluorescence above about 47; further: inactives centre near 10
Rab7 wt GTP bind: modulators of GTP binding to dog Rab7 wildtype GTPase; GST-Rab7 beads, fluorescent GTP binding, flow cytometry; actives lie on both sides; untreated = 100%, excess cold GTP = 0%; GTP binding activity (percent of control), % at 10 µM; 190,000 tested, 0.055% active; AID 758;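 active means fluorescent GTP binding to Rab7 beads changed by at least 20 points from the 100% baseline, either direction, mostly lower; inconclusive means compound itself probably fluorescent, or too few beads counted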;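 further: median green fluorescence of bound Bodipy-FL-GTP per Rab7 bead population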
Mcl1-Noxa inh: Mcl-1/Noxa interaction inhibition; AID 1022; 220,000 tested, 1.5% active; inhibition, % at 21.7 µM; TR-FRET Mcl-1/Noxa peptide binding, 2 h; Q07820;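 active means compounds that cut the protein-peptide binding signal by more than 50% relative to plate controls in a single-dose test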;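 further: His-tagged Mcl-1 with rhodamine Noxa BH3 peptide and terbium anti-His antibody; 0% = Mcl-1 plus Noxa peptide wells and 100% = peptide-only wells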
Target sequence (Q07820 whole entry, looked up): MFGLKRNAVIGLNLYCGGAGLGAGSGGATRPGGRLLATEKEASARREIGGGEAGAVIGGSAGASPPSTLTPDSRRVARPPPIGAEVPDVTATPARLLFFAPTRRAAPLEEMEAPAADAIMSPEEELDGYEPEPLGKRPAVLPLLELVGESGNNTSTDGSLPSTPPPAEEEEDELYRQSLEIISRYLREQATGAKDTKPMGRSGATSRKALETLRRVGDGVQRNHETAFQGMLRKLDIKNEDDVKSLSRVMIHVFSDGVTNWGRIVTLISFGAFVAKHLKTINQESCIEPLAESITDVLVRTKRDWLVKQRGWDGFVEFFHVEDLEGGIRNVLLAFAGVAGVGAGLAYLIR
Cdc42 wt: modulators (inhibitors or activators) of GTP binding to human Cdc42 wildtype; percent activity (GTP binding), % at 10 µM; GST-Cdc42 beads, Bodipy-GTP binding, flow cytometry; actives lie on both sides; 190,000 tested, 0.2% active;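 active means percent activity GTP binding at least 20 points away from the 100% baseline, either down as inhibitor or up as activator; inconclusive means compound flagged as likely green fluorescent from well-wide comparison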;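 further: median bead fluorescence of bound Bodipy-FL-GTP at 100 nM; 0% = excess unlabeled GTP control and 100% = no compound control; below 100% means less GTP binding so inhibitor and above means activator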
Target sequence (P60953 whole entry, looked up): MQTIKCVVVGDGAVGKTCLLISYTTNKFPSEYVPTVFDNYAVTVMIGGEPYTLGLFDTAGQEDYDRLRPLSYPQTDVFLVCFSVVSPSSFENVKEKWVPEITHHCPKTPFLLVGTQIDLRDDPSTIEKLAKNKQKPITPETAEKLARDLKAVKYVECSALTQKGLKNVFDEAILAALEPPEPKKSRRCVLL
Mcl1 Bid PPI: Mcl-1/Bid interaction inhibition; Q07820; TR-FRET Mcl-1/Bid-Dy647 peptide binding, 1536-well; inhibition, % at 21.7 µM; 220,000 tested, 0.97% active; AID 1021;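 active means compounds that cut the binding signal by more than half at the single screening dose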;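 further: His-tagged Mcl-1 with europium anti-His antibody binding Bid BH3 peptide; 0% = Mcl-1 plus peptide wells and 100% = peptide-only wells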
HRas wt GTP: changes GTP binding to wildtype human HRas; GST-Ras wt beads, Bodipy-FL-GTP binding, flow cytometry; actives lie on both sides; P01112; GTP binding activity, % at 10 µM; 190,000 tested, 0.14% active;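 active means GTP binding activity at least 20% away from the 100% baseline, either lowered as inhibitor or raised as activator; inconclusive means flagged as likely green fluorescent, judged across all proteins in the well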;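 further: 0% = unlabeled GTP competition control and 100% = no-compound control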
Target sequence (P01112 whole entry, looked up): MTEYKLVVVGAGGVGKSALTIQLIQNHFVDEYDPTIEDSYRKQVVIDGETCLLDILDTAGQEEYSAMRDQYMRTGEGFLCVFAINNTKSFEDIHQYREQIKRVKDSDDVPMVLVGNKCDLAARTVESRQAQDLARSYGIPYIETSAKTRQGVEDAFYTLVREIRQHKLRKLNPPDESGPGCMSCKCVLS
Bim-Mcl-1: disrupts Bim peptide binding to human Mcl-1; Bead-based flow cytometry, Bim peptide-Mcl-1 binding; inhibition, % at 10 µM; 190,000 tested, 0.1% active; in the data active means inhibition above about 40%;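 further: 0% = no compound tracer wells and 100% = peptide blocker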
Rac1 mut GTP: human Rac1 activated mutant GTP binding change; percent activity (GTP binding), % at 10 µM; P63000; GST-Rac1 activated beads, fluorescent GTP binding, flow cytometry; actives lie on both sides; 100% means binding = to untreated wells; 190,000 tested, 0.11% active; AID 764;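 active means GTP binding at least 20 percentage points away from the 100% baseline, in either direction, so actives lie on both sides; inconclusive means Compound likely fluorescent itself, or too few beads counted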
Pf gamet viab: P. falciparum stage V gametocyte viability inhibition; P. falciparum stage V gametocytes, ATP luminescence, 24 h; inhibition, % at 10.9 µM; 150,000 tested, 0.065% active;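 active means inhibition above the mean plus 3 SD of compounds within the control limits, set per campaign, cut at about 38% in these data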;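 further: 0% = DMSO wells and 100% = medium only without gametocytes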
Numbers without * were called inactive; ? = inconclusive; / = no result given.

SMILES	Rac1 wt GTP bind	Rab2A wt mod	Avidin bead fluor	Rab7 wt GTP bind	Mcl1-Noxa inh	Cdc42 wt	Mcl1 Bid PPI	HRas wt GTP	Bim-Mcl-1	Rac1 mut GTP	Pf gamet viab
Cc1cccc(-n2c(SCCC(=O)O)nnc2-c2cccs2)c1C	96	100	35	99	-11	102	-4	101	-2	97	/
CCCc1nnc(SCC(=O)N2CCCC(C)C2)n1CC1CCCO1 (centres undefined)	101	101	10	99	1	103	12	102	1	100	-3
C=CCn1c(SCc2csc(C)n2)nc2scc(-c3ccc(C)o3)c2c1=O	107	101	10	101	34	99	15	100	-6	96	/
Cc1cc2ccccc2n2c(SCC(=O)N3CCOCC3)nnc12	100	97	12	102	-8	96	1	97	-2	96	6
CN1C(=O)c2ccc(N(C)C)cc2C1=O	100	98	18	95	-13	97	-20	97	-4	96	-21
CCN(CC)C(=O)CN1CCC(n2c(C)nc3cc(C(F)(F)F)ccc32)CC1	106	100	7	99	2	101	-4	100	0	101	/
Cc1ccc(C)c(NC(=O)c2cnc3n(c2=O)CCS3)c1	101	99	11	103	15	98	1	99	-1	97	/
CCOC(=O)N1CCN(C(=O)c2ccc(-n3c(C)ccc3C)cc2)CC1	99	97	15	99	21	99	-24	97	-1	95	/
C=CCOc1ccc(C2/C(=C(\O)c3c(C)[nH]c(C(=O)OC)c3C)C(=O)C(=O)N2CCN(C)C)cc1 (centres undefined)	96	95	8	96	0	97	-94	97	0	94	/
O=C(O)C1CSC(c2coc3ccccc3c2=O)N1 (centres undefined)	97	92	5	101	22	96	-43	97	-4	97	-21
CCN1CCN(c2ccc(NC(=O)CCc3c(C)nc4c(-c5ccc(F)cc5)c(C)nn4c3C)cc2)CC1	93	96	9	97	24	96	-37	95	0	93	8
c1ccc(CSc2nnc3ccc(-c4cccs4)nn23)nc1	93	96	9	94	-2	94	-38	93	-1	91	33
Cc1cccc(OCCC(=O)Nc2ccc(F)c(Cl)c2)c1	98	98	13	100	8	96	8	98	-1	98	9
Cc1ccccc1OCC(=O)N1N=C(c2cccnc2)CC1(O)C(F)(F)F (centres undefined)	?	?	16	?	12	?	-8	?	-3	?	4
CN(C)CCOC(C1CCCCC1)C1CCCCC1	103	98	6	98	1	102	-7	100	1	100	/
O=C(O)c1cccnc1Nc1ccc(Cl)cc1	95	92	9	101	-16	89	-16	94	0	89	/
Cn1c(=O)[nH]c(=O)c2c1nc(Br)n2CC(O)c1ccccc1 (centres undefined)	102	98	36	98	13	101	-2	100	-4	98	-6
Cc1cc(C)c(S(=O)(=O)N2CCCCC2)cc1N(C)S(=O)(=O)c1ccc(Cl)cc1	108	100	28	102	3	100	2	101	0	99	/
CC(=O)C(Sc1nc(N(C)C)nc(N(C)C)n1)C(=O)Nc1ccccc1 (centres undefined)	96	93	8	92	3	93	-29	95	0	92	9
CC(=O)/C=C1\SC(CC(=O)O)C(=O)N1c1ccccc1 (centres undefined)	104	101	7	103	9	106	19	103	-2	99	/
CC1(C)CC(=O)C2=C(C1)OC1=C(C(=O)CC(C)(C)C1)C2(C)C	102	96	15	96	3	99	-4	95	-3	96	/
COc1cc(C2C(C(=O)OC(C)C)=C(C)Nc3ncnn32)cc(OC)c1OC (centres undefined)	101	100	6	96	-6	103	-20	99	0	96	/
COC(=O)c1c(NC(=O)c2cccnc2Cl)sc(C(=O)N(C)C)c1C	99	99	2	97	44	99	-14	99	-1	103	16
C=CCNC(=O)c1ccc2c(=O)n(CCCN3CCCC3=O)c(=S)[nH]c2c1	97	98	11	98	12	92	-37	97	-3	96	/
CC(C)=C1C2CCC1C(C(=O)Nc1cc(C)cc(C)c1)C2C(=O)O (centres undefined)	92	93	6	96	8	88	-44	93	0	90	/
CCCC(=O)Nc1cc(S(=O)(=O)N(CC)CC)ccc1Cl	104	101	9	98	-8	98	-19	102	-4	101	-2
COc1ccc(-n2c(Cn3c(=O)sc4ccccc43)nnc2SC)cc1	103	100	28	99	8	100	-4	99	0	97	/
C#CCNC(=O)C1=C[C@H](C)[C@@H](CCCO)[C@H](OCC)O1	97	97	6	105	-7	98	-3	98	-2	98	/
S=c1[nH]nc(C2CCCCC2)n1/N=C/c1ccccn1	96	95	10	93	5	91	-16	94	2	94	7
C=CCn1c(N)cc(=O)nc1SCC(=O)Nc1ccc(C)cc1	100	97	23	95	5	98	-3	97	-4	97	-12
Cn1cccc1C(=O)NC(=O)COC(=O)c1cc([N+](=O)[O-])ccc1Cl	101	100	23	103	-9	98	-13	99	0	96	-4
CCC(C)(C(=O)NC1CCCC1)N(CC1CCCO1)C(=O)c1ccc2c(c1)OCO2 (centres undefined)	101	97	6	92	-5	101	-6	97	1	96	6
Cc1ccc2nc(N3C(=O)C(O)=C(C(=O)c4ccco4)C3c3cccs3)sc2c1 (centres undefined)	?	?	24	?	35	?	-6	?	-5	?	/
CS(=O)(=O)N(CCc1ccccc1)CC(=O)N1CCN(Cc2ccccc2)CC1	108	99	24	103	-11	104	0	102	-1	101	-1
Cn1cc(/C=N/n2cnc3scc(-c4ccccc4)c3c2=O)c2ccccc21	110	101	9	104	10	105	-21	103	-1	101	/
CCOC(=O)C1(Cc2cccc(OC)c2)CCCN(Cc2nccn2CC)C1 (centres undefined)	98	99	11	102	-2	98	-16	98	0	97	14
CCOC(=O)C1=C(C)NC(C)=C(C(=O)OCC)C1c1cn(-c2ccccc2)nc1-c1ccco1	?	?	9	?	0	?	-1	?	2	?	-24
CC(=O)Nc1c(O)nc(SCC(=O)Nc2ccc(C(C)=O)cc2)[nH]c1=O	107	102	18	103	16	105	9	103	-6	100	10
CN(CC(=O)Nc1ccc(Cl)cc1)CC(=O)Nc1cc(Cl)ccc1C#N	93	96	23	90	4	91	-8	95	0	95	11
O=c1c2ccccc2oc2nc(-c3cccs3)n(CCc3ccccc3)c(=O)c12	105	96	13	98	4	101	-8	101	-2	97	/
CC(=O)Nn1c(-c2ccccc2)cc2ccccc21	91	94	7	95	10	94	2	93	0	93	22
Cc1cc(C(F)(F)F)n2nc(-c3cnn(C)c3C(F)(F)F)c(Br)c2n1	98	95	10	105	8	93	-4	95	-1	90	-17
CN1C(=O)c2ccc(NC(=O)CCS(=O)(=O)c3ccccc3)cc2C1=O	94	96	12	104	5	96	3	95	2	92	-16
O=C(NCC1CC1)[C@@H]1C[C@H]1[C@@H](NP(=O)(c1ccccc1)c1ccccc1)c1ccccc1	106	103	9	100	12	106	-7	102	-4	98	/
COc1ccccc1/C=N/OC(=O)c1ccc(F)cc1	103	100	7	96	12	100	-15	99	-3	98	/
O=C(COC(=O)C1CC(=O)N(Cc2ccccc2)C1)Nc1ccc(Cl)cc1F (centres undefined)	100	96	11	92	5	96	-3	97	0	94	-14
Cc1cccc(Nc2nc3c(s2)CCCC3)c1	105	103	16	101	21	102	-4	105	-4	105	9
COc1ccc(-c2cc(=O)oc3cc(OC(=O)C4CCCCC4)c(Cl)cc23)cc1	104	103	14	100	7	98	-21	102	-4	103	14
CCOc1ccc(N2C(=O)/C(=C/c3cccs3)N(CC(=O)OC)C2=S)cc1	110	105	8	105	7	106	-6	104	0	99	0
C=CCNC(=O)/C=C/c1c(F)cccc1Cl	106	100	13	101	12	104	-16	103	-2	100	/
O=C(CCNS(=O)(=O)c1cccc2nonc12)NC1CCCCC1	95	99	10	94	-3	98	-31	96	0	97	-9
CC(=O)c1c(C)[nH]c(C(=O)Nc2cc(S(=O)(=O)N(C)C)ccc2C)c1C	97	98	6	103	2	95	-1	97	-1	94	/
CNC(=O)c1cc(OCC(F)(F)F)ccc1OCC(F)(F)F	104	100	10	98	14	97	-8	102	0	96	-6
Cc1cccc(C)c1NC(=O)C1(N(Cc2ccco2)C(=O)Cn2nnnc2N)CCCCC1	103	97	4	99	6	99	-3	100	-3	97	7
CNC(=S)N1CCN(C(c2ccccc2)c2ccccc2)CC1	102	99	12	103	5	96	-36	101	26	98	-1
C/C(=N\NC(=O)COc1ccc(C(C)(C)C)cc1)c1ccccc1	90	92	/	99	-1	92	-4	93	-2	93	-25
Cc1cccc(N2CCN(C(=O)c3ccc(NS(=O)(=O)c4c(C)noc4C)cc3)CC2)c1C	103	102	12	99	13	103	-2	100	-5	99	/
Cc1cccc(C)c1OCC(=O)N/N=C/c1cc2c(cc1[N+](=O)[O-])OCO2	104	99	46	105	11	103	-2	101	-11	98	/
O=C(Oc1ccc2cc(Br)ccc2c1)c1cccnc1	104	98	15	95	-6	96	17	97	-4	97	/
CCCC1=NN2C(=N)/C(=C\c3ccc(SCc4ccco4)o3)C(=O)N=C2S1	105	98	22	95	84*	100	49	99	2	95	/
Going on with the list.
SMILES	Rac1 wt GTP bind	Rab2A wt mod	Avidin bead fluor	Rab7 wt GTP bind	Mcl1-Noxa inh	Cdc42 wt	Mcl1 Bid PPI	HRas wt GTP	Bim-Mcl-1	Rac1 mut GTP	Pf gamet viab
CCS(=O)(=O)N1CCCC(C(=O)NCCCN(C)Cc2ccccc2)C1 (centres undefined)	112	104	7	106	-2	106	-16	105	0	103	/
CCCNC(=O)Nc1ccc(F)c(Cl)c1	97	97	9	95	8	98	-25	97	-1	97	0
CCOc1ccccc1NC(=O)c1cccc(NC(=O)CC(c2ccccc2)c2ccccc2)c1	104	101	27	106	2	100	-6	102	0	99	-12
Cc1ccc(N/C=C(\C#N)c2ccc(OCCCF)cc2)cc1	105	103	7	102	-13	105	-87	104	2	102	/
CCOc1ccc(C(=O)Nc2nccs2)cc1[N+](=O)[O-]	99	96	14	97	17	96	1	96	-4	98	-18
Cc1nn(C)c(Oc2cccc(Cl)c2)c1C(=O)Nc1ccc(F)cc1	99	100	9	93	11	98	-1	98	-2	97	12
CCC(=O)c1cc(F)c(N2CCN(C(=O)Cc3ccccc3)CC2)cc1C	103	100	30	97	-2	101	46	99	-2	98	/
CCN(C#N)c1nc(N(C)C)nc(N(C)C)n1	104	102	15	101	4	103	2	102	1	100	/
CC(=O)NS(=O)(=O)c1ccc(NC(=O)COc2ccc(C(=O)c3ccccc3)cc2)cc1	97	95	6	94	18	93	-17	96	9	98	9
O=C(Nc1nnc(SCc2ccc(Cl)cc2)s1)C1CC(=O)N(Cc2ccccc2)C1 (centres undefined)	101	97	2	103	10	99	-4	99	-1	99	/
COc1cccc(NC(=S)N(Cc2ccccn2)Cc2ccccc2Cl)c1	98	97	12	93	9	97	-30	98	-5	97	-33
O=C(NCc1ccco1)/C(=C\c1cccnc1)NC(=O)c1ccccc1F	106	100	15	101	9	103	-12	99	0	97	/

Screening results deposited in PubChem by several laboratories.
